G9a inh: qHTS Assay for Inhibitors of Histone Lysine Methyltransferase G9a; Histone-lysine N-methyltransferase EHMT2 (Homo sapiens), Q96KQ7; G9a H3K9 monomethylation, AlphaScreen, 2 h; Potency, µM (series often up to 102 µM), without a hit: at the top dose activity, negative = inhibition, hits mostly inhibitors; 8.8% of 350,000 active; AID 504332, 2011; further: potency means the concentration at half of the fitted maximal effect; on the % scale 0 is the no-effect control and ±100 the full control effect; nearly all actives have a fitted effect of over 75% in size
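Signal arises when biotinylated H3K9 peptide, once monomethylated, bridges streptavidin donor and antibody-captured acceptor beads. Enzyme at 20 nM was preincubated 15 min with test compounds; peptide 500 nM and SAM 20 uM then reacted for 2 h.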
ERG Ets-DNA blk: qHTS for Small Molecule Inhibitors of the ERG Ets/DNA interaction | Transcriptional regulator ERG (Homo sapiens), P11308 | fluorescence polarization, His-ERG Ets domain / labelled DNA | Potency, µM (doses to about 76.9 µM), for inactives: at the highest dose FP activity, negative = inhibition, hits mostly inhibitors | 0.028% of 370,000 active; active means well fitted inhibition curve with a large enough effect in the polarisation, with a control signal flat; inconclusive means small, poorly fitted or top-dose-only effect, or effect the other way, or a change in a side signal; inactive means no such curve, though single readings can be large or run the other way; the % refers to the polarisation;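 further: polarization taken with two DNA probes labelled with fluorescein and Texas red; potency means the concentration at half of the fitted maximal effect; % of control where 0% means no effect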
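His-tagged ERG Ets domain (1 uM in the protein solution; 300mM KCl, 50mM Tris-HCl, 1mM EDTA, 1mM DTT, pH 7.5) received compound, then a probe mix of 5 nM fluorescein-DNA and 100nM Texas-615-DNA. Fluorescence polarization was read for both dyes.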
HP1b binding inh: HTS for Inhibitors of HP1-beta Chromodomain Interactions with Methylated Histone Tails. Chromobox protein homolog 1 (Homo sapiens), P83916. AlphaScreen HP1-beta / biotin-H3K9me3 peptide binding. Potency, µM (titrated, usually from 114 µM), without a hit: at the top dose activity change, negative = inhibition, hits mostly inhibitors. 0.56% of 390,000 active; further: potency means the concentration at half of the fitted maximal effect; nearly all actives have a fitted effect of over 70% in size; inactives centre near 23
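HP1-beta protein (50 nM final) preincubated 30 min at room temperature with biotinylated H3(1-18)K9me3 peptide (50 nM) in PBS pH 7.4, 0.01% Tween-20, then compound added for 30 min. AlphaScreen streptavidin donor/nickel chelate acceptor beads (10 ug/mL final), 30 min dark, luminescence read.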
PGK inhibitor: qHTS Assay to Find Inhibitors of Phosphoglycerate Kinase | Phosphoglycerate kinase, glycosomal (Trypanosoma brucei brucei), P07378 | PGK/GAPDH coupled, Kinase-Glo luminescence, 60 min | Potency, µM (highest dose often 57.5 µM), for the others: at the highest dose activity change, negative = inhibition, actives largely listed as inhibitors | 0.043% of 380,000 active; further: potency means the concentration at half of the fitted maximal effect; on the % scale 0 is the no-effect control and ±100 the full control effect; nearly all actives have a fitted effect of over 60% in size
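Recombinant glycosomal PGK reaction used 1,3-bisphosphoglycerate generated in-well by GAPDH (100nM final) in 100mM TEA pH 7.6, 5mM MgCl2, 0.01% Tween-20. After 60 minutes at room temperature, ATP was read by Kinase-Glo Plus luminescence end-point.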
Pin1 inhibitor: qHTS Assay to Find Inhibitors of Pin1; 0.009% of 390,000 active; Potency, µM (highest dose often 115 µM), without a hit: top-dose activity, negative = inhibition, hits mostly inhibitors; Pin1 FP peptide displacement, HiFluor488, 10 min; AID 504891, 2011; active means well fitted inhibition curve with a large enough effect in the polarisation, with a control signal flat, not every such curve was filed as active; inconclusive means small, poorly fitted or top-dose-only effect, or effect the other way, or a change in a side signal; inactive means no such curve, though single readings can be large or run the other way; the % refers to the polarisation; further: potency means the concentration at half of the fitted maximal effect; on the % scale 0 is the no-effect control and ±100 the full control effect
PI4K2A inh: qHTS for small molecular inhibitors of PI4K2A; Phosphatidylinositol 4-kinase type 2-alpha (Homo sapiens), Q9BTU6; purified PI4K2A, ADP-Glo luminescence, 1 h; active compounds read low; activity change, negative = inhibition, % at 76.9 µM; 0.13% of 420,000 active; AID 1346378, 2018; in the data active means activity change below about -50%; inconclusive means mostly about -30% to -49%;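 further: -100% = wells without enzyme as full effect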
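In this quantitative HTS, ADP production by PI4K2A was quantified luminescently after 1 h at ambient temperature; 100 microM adenosine served as plate-quality control.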
GLS inh: qHTS for Inhibitors of Glutaminase (GLS); Glutaminase kidney isoform, mitochondrial (Homo sapiens), O94925; GLS enzymatic activity, qHTS titration; Potency, µM (series often up to 45.5 µM), for the others: at the top dose activity change, negative = inhibition, usual class: inhibitors; 0.21% of 410,000 active; AID 624170, 2012; further: potency means the concentration at half of the fitted maximal effect; on the % scale 0 is the no-effect control and ±100 the full control effect
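Read-out is an Amplex red fluorescence increase coupled through glutamate oxidase and HRP, measured before and after 30 min room-temperature incubation. hKGA is in 45 mM KH2PO4 (pH 8.2) with 0.02% Tween-20; glutamine added as 1mM solution.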
BAZ2B block: qHTS Assay for Inhibitors of BAZ2B; Bromodomain adjacent to zinc finger domain protein 2B (Homo sapiens), Q9UIF8; AlphaScreen BAZ2B-H3K14Ac peptide displacement; Potency, µM (doses to about 114 µM), for inactives: at the highest dose activity change, negative = inhibition, actives largely listed as inhibitors; 4.4% of 360,000 active; AID 504333, 2011; further: potency means the concentration at half of the fitted maximal effect; on the % scale 0 is the no-effect control and ±100 the full control effect; nearly all actives have a fitted effect of over 60% in size
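In this displacement format the biotinylated H3(5-23) peptide acetylated at Lys14 serves as ligand at 50 nM, with BAZ2B at 50 nM in PBS pH 7.4 containing 0.01% Tween-20. Donor and acceptor beads are 10 ug/mL final.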
JMJD2A Tudor: qHTS Assay for Inhibitors of JMJD2A-Tudor Domain; AlphaScreen JMJD2A-Tudor / H3K4me3 peptide binding; Potency, µM (highest dose often 114 µM), without a hit: at the highest dose activity change, negative = inhibition, most hits filed as inhibitors; Lysine-specific demethylase 4A (Homo sapiens), O75164; 4.4% of 390,000 active; further: potency means the concentration at half of the fitted maximal effect; on the % scale 0 is the no-effect control and ±100 the full control effect; nearly all actives have a fitted effect of over 50% in size
Target sequence (O75164 whole entry, looked up, the tested form may be a part): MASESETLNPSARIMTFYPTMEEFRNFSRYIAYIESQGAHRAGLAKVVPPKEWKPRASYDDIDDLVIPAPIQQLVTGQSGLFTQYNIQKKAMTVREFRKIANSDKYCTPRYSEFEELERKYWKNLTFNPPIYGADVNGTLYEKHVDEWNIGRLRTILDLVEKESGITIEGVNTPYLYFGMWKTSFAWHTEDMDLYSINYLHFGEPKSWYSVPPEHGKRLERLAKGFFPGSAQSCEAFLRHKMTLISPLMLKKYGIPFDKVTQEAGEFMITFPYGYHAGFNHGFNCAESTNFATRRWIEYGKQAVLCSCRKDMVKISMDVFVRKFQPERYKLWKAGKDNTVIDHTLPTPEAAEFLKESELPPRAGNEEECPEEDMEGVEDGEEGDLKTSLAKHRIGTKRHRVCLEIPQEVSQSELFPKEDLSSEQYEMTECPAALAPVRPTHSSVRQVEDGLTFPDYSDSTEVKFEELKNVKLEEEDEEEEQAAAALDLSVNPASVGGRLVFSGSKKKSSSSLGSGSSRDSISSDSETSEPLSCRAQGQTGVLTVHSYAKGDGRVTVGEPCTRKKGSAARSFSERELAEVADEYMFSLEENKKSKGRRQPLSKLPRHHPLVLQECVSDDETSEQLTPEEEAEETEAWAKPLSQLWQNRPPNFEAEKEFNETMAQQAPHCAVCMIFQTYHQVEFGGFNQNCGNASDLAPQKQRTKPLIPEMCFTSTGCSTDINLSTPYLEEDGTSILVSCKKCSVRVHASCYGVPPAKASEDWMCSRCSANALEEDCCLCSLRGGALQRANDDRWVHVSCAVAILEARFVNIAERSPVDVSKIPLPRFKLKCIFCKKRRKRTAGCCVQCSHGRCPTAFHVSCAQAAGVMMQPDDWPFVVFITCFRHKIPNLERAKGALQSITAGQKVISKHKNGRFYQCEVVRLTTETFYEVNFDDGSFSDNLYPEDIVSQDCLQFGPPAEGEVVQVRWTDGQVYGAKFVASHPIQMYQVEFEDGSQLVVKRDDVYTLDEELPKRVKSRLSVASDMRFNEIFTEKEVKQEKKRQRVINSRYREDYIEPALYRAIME
* = called active by the depositor; i = inactive; ? = inconclusive; / = no result given; & = joins results of further samples; [ ] = remark or other dose. Unless noted, the call rests on the fitted dose curve; in most records, active means well fitted curve in the direction sought with a large enough effect; inconclusive means small, poorly fitted or top-dose-only effect, or another doubt; inactive means no such curve, though single readings can be large; an effect the other way counts as inactive or inconclusive.

A first look, 4 compounds:
#	Structure	JMJD2A Tudor	GLS inh	PI4K2A inh	G9a inh	BAZ2B block	ERG Ets-DNA blk	Pin1 inhibitor	HP1b binding inh	PGK inhibitor
1	COc1ccc(C(CC(=O)N2CCCC2)c2c(O)cc(OC)cc2OC)cc1 (stereo unspecified)	-8%&-25%	5%	4	11%[12.7 µM]	-4%	1%	5%&-2%	20%&11%	-9%
2	CN(C)c1ccc(C=c2c3cc(O)ccc3n3c2cc(-c2ccccc2)[n+]3C)cc1	25µM*	-10%	?	/	/	78%[activator]	130%[activator]	50µM*	i
3	N#C/C(=C/N1CCOCC1)c1ccccc1	-9%	9%	-5	-2%	?	9%	-2%	50%	-1%
4	CCN(c1ccc(C)cc1C)S(=O)(=O)c1nnc(NC(=O)c2ccccc2OC)s1	-4%	0%	1	-30%[59 µM]	-1%	-2%	0%	30%	5%

Main list, from the start:
#	Structure	JMJD2A Tudor	GLS inh	PI4K2A inh	G9a inh	BAZ2B block	ERG Ets-DNA blk	Pin1 inhibitor	HP1b binding inh	PGK inhibitor
1	COc1ccc(C(CC(=O)N2CCCC2)c2c(O)cc(OC)cc2OC)cc1 (stereo unspecified)	-8%&-25%	5%	4	11%[12.7 µM]	-4%	1%	5%&-2%	20%&11%	-9%
2	CN(C)c1ccc(C=c2c3cc(O)ccc3n3c2cc(-c2ccccc2)[n+]3C)cc1	25µM*	-10%	?	/	/	78%[activator]	130%[activator]	50µM*	i
3	N#C/C(=C/N1CCOCC1)c1ccccc1	-9%	9%	-5	-2%	?	9%	-2%	50%	-1%
4	CCN(c1ccc(C)cc1C)S(=O)(=O)c1nnc(NC(=O)c2ccccc2OC)s1	-4%	0%	1	-30%[59 µM]	-1%	-2%	0%	30%	5%
5	O=C(NCCc1ccncc1)c1ccc2nc(Cc3cccc(Cl)c3)oc2c1	-7%	-2%	-3	68%[activator]	2%	-1%	8%	35%	2%
6	Cc1ccc(C(C(=O)NC2CCCCC2)N(Cc2ccco2)C(=O)Cn2cnc3ccccc32)cc1 (stereo unspecified)	-8%[11.4 µM]	-2%	0	?	-8%	-3%	?	7%	-2%
7	COc1ccccc1N1CCN(C(=O)Cn2c(=O)oc3cc(S(=O)(=O)N4CCCC4)ccc32)CC1	-11%	2%	-6	-4%	-7%	9%	1%	59%[activator]	-4%
8	CC(OC(=O)c1ccc(F)c(S(=O)(=O)N2CCOCC2)c1)C(=O)NC1CCCC1 (stereo unspecified)	-1%	1%	-6	?	-11%	-8%	0%	19%	i
9	O=C(CN1c2cccc3cccc(c23)S1(=O)=O)N1CCN(c2ccc(F)cc2)CC1	-16%	12%	0	4%[12.7 µM]	2%	-2%	2%	33%	5%
10	O=C(O)CCN=CC1=C(O)CC(c2ccccc2)CC1=O (stereo unspecified)	-12%	-2%	2	23%	1%	-1%	6%	30%	-5%
11	Cc1c(Cl)cccc1NC(=O)CN1CCN(CCN=CC2=C(O)CC(c3ccccc3)CC2=O)CC1 (stereo unspecified)	-16%	-16%	1	43%[59 µM]	14%	7%	0%	41%[activator]	i
12	O=C(c1cccc(Br)c1)N1CCCC1	-11%	2%	5	-5%	5%	-1%	1%	10%	i
13	N#Cc1nc(-c2ccc(OCc3ccccc3)cc2)oc1NCCCN1CCOCC1	35µM*	21%	4	?	50µM*	12%	6%	-52%	7%
14	COC(=O)c1ccc(NC(=O)C(=O)N2CCN(C(=S)Nc3cccc(OC)c3)CC2)cc1	-30%	12%	5	13%[59 µM]	5%	-2%	-6%	7%	20%
15	Cc1cc(N2C(=O)C=CC2=O)c([N+](=O)[O-])cc1C	6.3µM*	5%	-4	1.3µM*	56µM*	18%	2%	5.6µM*	-14%
16	CCCN1CCC(=NNc2ccc(S(N)(=O)=O)cc2[N+](=O)[O-])CC1	-25%	-6%	2	14µM*	-23%	3%	-1%	0%	-5%
17	CC(=O)N1c2ccc(S(=O)(=O)NCCC(=O)NCc3ccc(Cl)cc3)cc2CC1C (stereo unspecified)	-8%	-8%	5	7%[59 µM]	-13%	-2%	-5%	25%	-4%
18	O=C(COC(=O)c1ccccc1-n1cnnn1)c1ccccc1	-7%	-2%	-1	-14%	7%	2%	-4%	11%	4%
19	CC(C)CCn1cnc2c1c(=O)[nH]c(=O)n2Cc1ccccc1	-2%	1%	-2	22%	5%	8%	-2%	18%	-4%
20	CC(=O)c1ccc(S(=O)(=O)NC2CCSc3ccccc32)cc1 (stereo unspecified)	-36%	2%	-6	8%	?	-9%	-3%	12%	-13%
21	CCn1nc(C)c(CN2CCc3c([nH]c4ccccc34)C2C(C)(C)C)c1C (stereo unspecified)	-34%	9%	0	?	-33%	-6%	-7%	14%	7%
22	O=C(CN1CCCCCC1)NC(c1ccccc1)c1ccccc1	22µM*	15%	-1	7.9µM*	79µM*	-2%	1%	?	4%
23	Cc1ccc(NC(=O)Nc2ccc(Cl)c(Cl)c2)nc1	-4%	5%	2	-9%	-2%	1%	-8%	7%	2%
24	COCCC(=O)N1CCCC(C(=O)c2ccc(C(F)(F)F)cc2)C1 (stereo unspecified)	-1%	-12%	0	9%	12%	-8%	1%	29%	-6%
25	CCN1CCN(S(=O)(=O)c2ccc(Cl)c(C(=O)N(C)Cc3ccccc3)c2)CC1	-8%	-1%	2	34%[12.7 µM]	10%	-1%	5%	25%	8%
26	Cc1ccccc1Cn1c(CN2CCC(C(=O)NCCc3ccccc3)CC2)cc2ccccc21	-20%	5%	0	9%[59 µM]	-25%	8%	39%[activator]	14%	1%
27	CC(C)CC(NC(=O)CNC(=O)C1O[C@@H]2OC(C)(C)O[C@@H]2[C@H]2OC(C)(C)O[C@@H]12)C(=O)O (stereo partly specified)	-13%	-2%	2	-9%[59 µM]	-19%	7%	2%	34%	-1%
28	O=C(CSc1ncn[nH]1)N(C1CCCCC1)C1CCCCC1	-11%	3%	-1	19%	3%	2%	-1%	19%	-4%
29	Cc1ccccc1NC(=O)CSc1nc(-c2ccccc2)cc(=O)[nH]1	9%	-4%	7	16%	6%	-3%	14%	42%[activator]	-4%
30	Cc1nc(SCC(=O)NC2CCS(=O)(=O)C2)c2c3c(sc2n1)CCCC3 (stereo unspecified)	-11%	-2%	-5	50µM*	4%	-8%	13%	20%	-3%
31	C/C=C/C1=CC(=O)C[C@H](c2ccc(Cl)cc2)C1	-14%	10%	3	9%[0.501 µM]	10%	13%	-5%	30%	-8%
32	N#C/C(=C\c1cn(Cc2cccc(F)c2)c2ccccc12)C(=O)NCc1ccco1	-11%	7%	4	-4%[59 µM]	6%	0%	35%[activator]	12%	6%
33	O=S(=O)(Nc1nc2ccccc2[nH]1)c1ccc2ccccc2c1	-21%	9%	-1	?	-24%	/	20%	23%	/
34	O=C(Nc1nc(-c2nc3ccccc3s2)cs1)C1COc2ccccc2O1 (stereo unspecified)	-14%	0%	0	-6%[59 µM]	-1%	1%	26%	46%[activator]	0%
35	Cc1ccc2nc(/C(C#N)=C/c3ccc(-c4ccc(F)cc4F)o3)[nH]c2c1	?	-10%	4	-43%[59 µM]	?	13%	?	9%	i
36	O=P(C1=C(N2CCOCC2)/C(=C\c2ccccc2)CC1)(N1CCOCC1)N1CCOCC1	-16%	0%	-1	-51%[59 µM]	-1%	/	-7%	16%	-6%
37	O=[N+]([O-])c1ccccc1CNc1ccc(F)c(Cl)c1	?	-3%	1	?	50µM*	1%	0%	-29%	0%
38	COc1ccc(S(=O)(=O)CCC(=O)NCCc2ccc(S(N)(=O)=O)cc2)cc1	0%	4%	-4	-3%[12.7 µM]	4%	-11%	0%	33%	-9%
39	CC(=O)c1ccc(NC(=O)Cn2c3ccccc3c3nc(=O)cc(C)n32)cc1	1%[11.4 µM]	-6%	-2	/	-32%	0%	-2%	42%[activator]	6%
40	COCCCNCc1cc(C)n(-c2cc(S(=O)(=O)N3CCOCC3)ccc2N2CCCC2)c1C	79µM*	-5%	5	/	/	-1%	-6%	?	-9%

Retrieved one by one from above, 2 records:
#	Structure	JMJD2A Tudor	GLS inh	PI4K2A inh	G9a inh	BAZ2B block	ERG Ets-DNA blk	Pin1 inhibitor	HP1b binding inh	PGK inhibitor
12	O=C(c1cccc(Br)c1)N1CCCC1	-11%	2%	5	-5%	5%	-1%	1%	10%	i
38	COc1ccc(S(=O)(=O)CCC(=O)NCCc2ccc(S(N)(=O)=O)cc2)cc1	0%	4%	-4	-3%[12.7 µM]	4%	-11%	0%	33%	-9%

Screens deposited in PubChem by National Center for Advancing Translational Sciences (NCATS).
